Rab9 promoter act = Rab9 promoter activation | Huh7 Rab9 promoter-luciferase reporter, luminescence, 24 h | Potency, µM (series often up to 9.22 µM), inactives show at the top dose activation, negative = inhibition, usual class: activators | 320,000 tested, 2.8% active | AID 485297; also: potency is read from the fitted curve at half-maximal effect; % of control where 0% means no effect; nearly all actives have a fitted effect of over 60% in size
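Huh7 cells stably carrying Rab9 promoter–luciferase reporter, plated 1500 cells/well, compound added after 2 h and incubated 24 h at 37 °C; luciferase luminescence then read after 10 min with detection reagent.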
ELG1 repair inh = ELG1-dependent DNA repair inhibition | HEK293T ELG1-luciferase reporter, luminescence, 16 h; DNA damage induced by 5-fluorouridine | Potency, µM (doses to about 46.1 µM), for the others: at the top dose activity change, negative = inhibition, usual class: inhibitors | 330,000 tested, 2.3% active | AID 504467; also: potency is read from the fitted curve at half-maximal effect; % is scaled to controls: 0 for no effect and ±100 for the full control effect; nearly all actives have a fitted effect of over 55% in size
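Luminescence from the luciferase reporter, measured 30 min after ONE-Glo reagent at room temperature, was the read-out. Beforehand, 2,000 cells per well were exposed for 16 hr at 37 °C to 5-fluorouridine together with compound or vehicle.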
VP16 counter = counter-screen for ROR gamma inhibitors: Gal4-VP16 reporter; Drosophila S2 Gal4-VP16 UAS-luciferase, luminescence, 20 h; Potency, µM (doses to about 53.6 µM), for the others: top-dose activity, negative = inhibition, most hits filed as inhibitors; 310,000 tested, 3.5% active; AID 2546;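 also: Gal4-VP16 expression switched on by copper sulfate through the metallothionein promoter; potency is read from the fitted curve at half-maximal effect; % is scaled to controls: 0 for no effect and ±100 for the full control effect; nearly all actives have a fitted effect of over 50% in size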
BRCA1 expr up = BRCA1 expression activation. MCF7-BRCA1-FFLuc reporter, luminescence, 48 h; response scale: scaled: vehicle 0%, 10 µM genistein 100%. Potency, µM (series often up to 46.1 µM), inactives show top-dose activation, actives largely listed as activators. 380,000 tested, 1.1% active. AID 624202; also: potency is read from the fitted curve at half-maximal effect; nearly all actives have a fitted effect of over 80% in size; some results filed as inactive show a strong effect at the top dose
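MCF7-BRCA1-FFLuc cells, 2000/well in phenol-red-free MEM, attached 2 h then treated 48 h at 37 C. Luciferase luminescence read 15 min after reagent; normalized to genistein maximum activation (10microM) and DMSO, concentration-response fitted.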
FLuc counter = firefly luciferase modulation, counter-screen for miR-21 project; P08659; purified FLuc, Km substrates, luminescence inhibition; Potency, µM (series often up to 57.5 µM), for the others: at the top dose activity change, negative = inhibition, most hits filed as inhibitors; 360,000 tested, 6.9% active; AID 588342;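 also: potency is read from the fitted curve at half-maximal effect; plate controls were vehicle for no effect and reference inhibitor for full effect; nearly all actives have a fitted effect of over 55% in size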
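Biochemical qHTS of compounds, final roughly 60 µM downward over six points, against 10 nM purified firefly luciferase using Km concentrations of substrates (10 uM D-luciferin, 10 uM ATP) in Tris acetate pH 7.5 buffer; luminescence output.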
NPC1 promoter act = activates the NPC1 promoter. Huh7 NPC1 promoter luciferase reporter, 24 h. Potency, µM (highest dose often 9.22 µM), inactives show at the highest dose activation, usual class: activators. 320,000 tested, 2.4% active. AID 485313;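 also: potency is read from the fitted curve at half-maximal effect; % of control where 0% means no effect; nearly all actives have a fitted effect of over 60% in size; reporter is driven by a mutant NPC1 promoter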
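In 1536-well qHTS, Huh7 cells harboring an NPC1 promoter–luciferase construct received compound for 24 h; activation was quantified by luminescence following luciferase reagent addition.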
TRPV1 ag = activates the human vanilloid receptor TRPV1; 320,000 tested, 0.19% active; activation, % at 8.33 µM; TRPV1-expressing cells, Fluo-8 calcium influx, agonist mode; Q8NER1; AID 540275; in the data active = activation above about 80%; inconclusive = between about 30% and that limit; also: 0% is about no effect
Target sequence (Q8NER1 whole entry, looked up): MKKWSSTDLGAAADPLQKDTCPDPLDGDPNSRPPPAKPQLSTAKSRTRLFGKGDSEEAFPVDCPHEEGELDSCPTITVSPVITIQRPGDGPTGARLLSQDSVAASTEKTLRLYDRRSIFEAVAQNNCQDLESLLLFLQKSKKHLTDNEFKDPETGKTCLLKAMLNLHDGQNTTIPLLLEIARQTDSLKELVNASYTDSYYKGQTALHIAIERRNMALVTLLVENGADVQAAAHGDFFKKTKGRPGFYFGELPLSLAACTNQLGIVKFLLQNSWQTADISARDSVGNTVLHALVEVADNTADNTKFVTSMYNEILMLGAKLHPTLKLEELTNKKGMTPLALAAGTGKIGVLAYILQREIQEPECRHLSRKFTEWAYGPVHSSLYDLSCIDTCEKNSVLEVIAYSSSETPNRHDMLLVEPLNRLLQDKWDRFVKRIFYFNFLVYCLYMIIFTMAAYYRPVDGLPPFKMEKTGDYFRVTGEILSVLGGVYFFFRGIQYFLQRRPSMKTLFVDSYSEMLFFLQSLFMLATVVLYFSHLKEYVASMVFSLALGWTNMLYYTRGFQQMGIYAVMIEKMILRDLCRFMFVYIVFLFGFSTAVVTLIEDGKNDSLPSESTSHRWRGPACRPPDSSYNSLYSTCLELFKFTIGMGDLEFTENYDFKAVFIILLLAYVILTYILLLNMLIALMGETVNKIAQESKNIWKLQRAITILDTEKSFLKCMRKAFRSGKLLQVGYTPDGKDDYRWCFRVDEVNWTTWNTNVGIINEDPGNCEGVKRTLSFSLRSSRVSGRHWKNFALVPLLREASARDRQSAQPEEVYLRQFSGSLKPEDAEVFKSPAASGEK
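Fluo-8 calcium influx in TRPV1-expressing cells, kinetic read (ex 480/em 520 nm). Compound added and read 3 min for agonist activity, followed by capsaicin at EC20 final and 2 min further read for enhancement.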
RORg inh = ROR gamma (mouse) transcription inhibition; P51450; AID 2551; Drosophila S2 Gal4-RORgamma UAS-luciferase reporter, 20 h; Potency, µM (highest dose often 53.6 µM), for inactives: at the top dose activity change, negative = inhibition, most hits filed as inhibitors; 310,000 tested, 5.4% active; also: potency is read from the fitted curve at half-maximal effect; % is scaled to controls: 0 for no effect and ±100 for the full control effect; nearly all actives have a fitted effect of over 60% in size
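ROR gamma transcriptional activity was tracked as Gal4-UAS luciferase output in stably transfected Drosophila Schneider cells, with compound added 1 hr before 700 uM copper sulfate induction and a 20 hr ambient-temperature incubation.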
Tb PFK block = T. brucei PFK enzyme inhibition | O15648 | T. brucei PFK, ADP-Glo luminescence | Potency, µM (titrated, usually from 57.5 µM), for the others: at the highest dose activity, negative = inhibition, hits mostly inhibitors | 330,000 tested, 0.17% active | AID 485367;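 also: potency is read from the fitted curve at half-maximal effect; 0% = uninhibited 1x PFK enzyme wells and -100% = no-enzyme wells; nearly all actives have a fitted effect of over 60% in size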
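Compounds were pin-transferred as a titration series up to 57 uM into substrate buffer (0.5 mM F6P, 0.1 mM ATP, pH 8.0), then 1.25 nM PFK was added and reactions ran 45 min before ADP-Glo detection.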
ELG1 genotoxic = inducers of genotoxicity in HEK293T ELG1-luciferase cells; HEK293T ELG1-luciferase reporter, luminescence, 16 h; Potency, µM (series often up to 46 µM), for inactives: at the highest dose activity change, positive = activation, most hits filed as activators; 330,000 tested, 1.3% active; also: potency is read from the fitted curve at half-maximal effect; % of control where 0% means no effect; nearly all actives have a fitted effect of over 60% in size
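16 hr compound incubation (37 °C, 5% CO2) of HEK293T cells carrying luciferase-tagged ELG1; luciferase then measured by ONE-Glo luminescence after 30 min at RT.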
p53 reactivation = re-activators of mutant p53; H1299 p53-A138V BP100-luciferase reporter, luminescence, 24 h; Potency, µM (top dose mostly 92.2 µM), for inactives: at the highest dose activity change, positive = activation, actives largely listed as activators; 320,000 tested, 0.063% active; also: potency is read from the fitted curve at half-maximal effect; % of control where 0% means no effect; nearly all actives have a fitted effect of over 45% in size
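p53-null H1299 cells stably carrying temperature-sensitive p53-A138V and a BP100-luciferase reporter were pinned with compounds (4-point, 1:5 series) and held 24 hrs at 37 deg C. Luminescence was read 10 min after detection reagent.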
* hit, by the source's call; ? = inconclusive; / = no result given; & = joins results of further samples; [ ] = remark or other dose. Unless noted, calls follow the shape of the dose curve; as a rule, active = well fitted curve in the direction sought with a large enough effect; inconclusive = small, poorly fitted or top-dose-only effect, or another doubt; inactive = no such curve, though single readings can be large; an effect the other way counts as inactive or inconclusive.

SMILES	Rab9 promoter act	ELG1 repair inh	VP16 counter	BRCA1 expr up	FLuc counter	NPC1 promoter act	TRPV1 ag	RORg inh	Tb PFK block	ELG1 genotoxic	p53 reactivation
O=C(COC(=O)c1ccc(Cl)nc1)c1ccc2c(c1)OCCO2	1.58µM*	?	-2.0%	77.1%	0.757µM*	3.98µM*	4.7	30.7%	-2.0%	?	1.7%
CCc1ccc[n+](-c2[nH]c(=O)sc2/C=N/N=C(\[O-])c2ccncc2)c1	-1.3%	8.1%	-8.5%	-17.7%	0.6%	-2.6%	-1.6	20.0%	-3.6%	-0.7%	5.5%
N#Cc1ccc(C(=O)Nc2ccn(-c3ccccc3)n2)cc1	-10.9%	23.1µM*	-1.1%	4.2%	?	-0.7%	?	40.5%	-5.4%	-7.5%	3.5%
O=C(NCCN1CCOCC1)c1cc(-c2ccc(F)cc2)on1	19.1%	?	-0.1%	-58.3%	-0.6%	12.2%	3.8	-12.9%	2.0%	9.9%	-3.7%
CCN(CC)S(=O)(=O)c1ccc(NCc2ccccc2)nc1	-3.4%	-7.8%	10.2%	-11.6%	2.6%	-2.4%	5.2	44.1%	3.0%	-3.3%	0.2%
COCC(C)n1c(-c2ccc3c(c2)NC(=O)CO3)csc1=Nc1ccc(OC(F)F)cc1 (centres undefined)	-20.5%	?	?	-86.9%&-97.1%[inhibitor]	2.4%	-15.9%	7.2	?	2.6%	-4.4%	-11.9%
C=CCN1C(=O)C(CC(=O)O)SC1=Nc1ccc(C)cc1 (centres undefined)	-0.8%	0.8%	-2.3%	11.2%	0.2%	0.3%	-1.5	-12.5%	6.4%	2.4%	0.1%
COc1ccc(CNC(=O)COC(=O)[C@H](Cc2c[nH]c3ccccc23)NC(=O)c2cccs2)cc1	-3.4%	13.2%	-4.3%	-9.6%	-2.6%	-2.0%	-2.7	-6.5%	-0.1%	-0.3%	14.7%
COc1cccc(C(O)c2cnc(C(C)C)n2C)c1OC (centres undefined)	-0.9%	-14.7%	-8.3%	6.5%	-0.2%	3.4%	-1.4	-5.3%	-2.4%	2.6%	-2.6%
CSc1nc(-c2ccc(Cl)cc2)nn1C(=O)c1ccco1	25.1%	?	-18.9%	91.3%	-4.3%	29.5%	-12.2	16.9%	-3.5%	?	14.1%
O=C(Nc1cccc(C(F)(F)F)c1)c1cncs1	0.4%	-1.3%	-2.2%	-46.6%	-2.6%	-5.0%	?	13.1%	-9.4%	0.1%	-5.2%
CCN(CC(=O)Nc1c(F)cccc1F)C(=O)c1ccc(C2SCCS2)cc1	-2.3%	-12.8%	/	-24.2%	-18.9%	1.5%	0.4	/	-2.9%	-24.1%	0.6%
CCCSc1nsc(SCCC)c1C(N)=O	2.6%	1.0%	-0.2%	7.9%	0.6%	-1.1%	-3.8	?	-0.5%	4.1%	4.9%
COCCn1nnnc1C(c1ccc(OC)c(OC)c1)N1CCN(C(=O)c2ccco2)CC1 (centres undefined)	-3.6%	-3.6%	-5.3%	12.1%	-1.6%	2.3%	-2.0	-17.1%	0.1%	-0.1%	-6.1%
Cc1cc(Cl)c2oc(C(=O)N(C)Cc3nccn3C)c(C)c2c1	-4.4%	-16.8%	-3.2%	1.0%	-0.6%	-3.3%	7.3	?	-3.2%	6.2%	/
O=C(Nc1cccc(Cl)c1)c1ccc(F)c(S(=O)(=O)NCc2cccs2)c1	-3.7%	?	20µM*	-39.3%	5.5%	-2.0%	1.2	14.9%	-0.3%	6.5%	7.5%
COc1ccccc1NS(=O)(=O)c1cccc(C(=O)N/N=C(\C)c2ccc(-n3ccnc3)cc2)c1	0.6%	0.0%	6.3%	-29.4%	4.0%	2.4%	-3.4	?	2.4%	-13.3%	-2.5%
O=C(CCCCn1c(=O)c2ccccc2n(CC(=O)NC2CCCC2)c1=O)NCc1ccco1	0.9%	-1.5%	-9.6%	0.1%	10.0%	-0.6%	-2.6	-0.3%	-12.7%	3.4%	10.5%
Cc1ccc(C)c(N2CCN(S(=O)(=O)c3c(C)[nH]c(C)c3C(=O)N3CCCC3)CC2)c1	-1.8%	-18.1%	6.4%	-28.6%	4.3%	-1.2%	-1.7	1.1%	-4.5%	-1.7%	-21.6%
CCOCCCNC(=O)/C(C#N)=C/c1ccc(C)o1	1.4%	-5.9%	-3.5%	8.7%	4.6%	-0.5%	2.6	?	5.0%	1.5%	-7.2%
CCCCn1c(N)c(N(CCOC)C(=O)COC(=O)COc2ccccc2C#N)c(=O)[nH]c1=O	-1.6%	15.1%	/	-6.5%	-3.4%	-3.0%	0.3	/	19.8%	1.4%	4.0%
COc1ccccc1NNC(=O)c1cc(C(C)(C)C)nn1Cc1ccccc1	26.2%	-2.3%	-4.8%	10µM*	?	22.3%	/	?	1.6%	-6.4%	18.5%
CCn1cc(/C=C(\NC(=O)c2ccccc2Cl)C(=O)N2CCOCC2)c2ccccc21	5.3%	1.5%	-5.5%	-23.5%	-3.0%	0.9%	4.7	23.8%	-0.2%	-0.6%[9.26 µM]	-4.6%
CCN(Cc1ccccc1)C(=O)CSc1ncn[nH]1	-3.1%	0.7%	4.1%	-21.6%	0.9%	0.8%	-0.6	2.7%	-3.4%	6.9%	1.7%
O=C(Cn1nnc2ccccc21)N1CCCCC1	-1.2%	-13.7%	-5.2%	-0.1%	5.8%	0.7%	0.1	4.7%	0.9%	3.4%	-3.3%

Continuation.
SMILES	Rab9 promoter act	ELG1 repair inh	VP16 counter	BRCA1 expr up	FLuc counter	NPC1 promoter act	TRPV1 ag	RORg inh	Tb PFK block	ELG1 genotoxic	p53 reactivation
Cc1cc(Cl)ccc1NC(=S)N1CCN(Cc2ccccc2)CC1	0.8%	-9.3%	12.6µM*	-16.4%	-2.9%	-3.0%	12.8	11.2µM*	0.0%	-4.4%	-12.5%
Cc1ccc(S(=O)(=O)N(C)C)cc1NC(=O)COC(=O)c1ccc2c(=O)n3c(nc2c1)CCC3	-1.4%	11.8%	/	-4.2%	4.4%	-1.2%	-1.5	/	-1.2%	-1.8%	2.2%
Cc1ccc(C(C(=O)NCCc2ccccc2)N(C(=O)c2csnn2)C2CC2)o1 (centres undefined)	8.6%	20.7%	2.6%	-1.2%	-1.4%	0.1%	3.8	5.0%[10 µM]	0.6%	13.2%	21.5%
COc1cc(/C=C2\SC(N3CCc4ccccc4C3)=NC2=O)cc(OC)c1OC	0.3%	18.4µM*	-13.2%	-60.6%	-6.9%	-1.5%	?	?	-6.7%	6.6%	-9.8%
CCCCNC(=O)C(C)N(CCN(C)C)C(=O)CCCN1C(=O)NC(c2ccc(Cl)cc2)C(C(=O)OCc2ccccc2)=C1C (centres undefined)	/	12.7%	/	-45.1%	/	/	/	/	-1.1%	?	?
Cc1noc(C)c1S(=O)(=O)N(CC(=O)O)c1ccc2c(c1)OCO2	-0.7%	-3.4%	-17.4%	-6.1%	1.4%	0.8%	3.1	-7.9%	-0.5%	-0.5%	14.8%
C=C1C(=O)O[C@H]2C1CC[C@@](C)(O)C13C=CC(C)(C21)C1(C3)C(=O)O[C@@H]2C3C(C)=CCC3[C@](C)(O)C[C@H](OC(C)=O)C21 (some centres undefined)	0.4%	-7.8%	19.7%	-35.2%	-6.9%	3.0%	-0.5	12.7%	0.6%	11.5%	-9.3%
COc1cc(C(=O)N2CCC(n3c(C)nc4cc(F)ccc43)CC2)cc(OC)c1OC	2.1%	?	-10.4%	-13.4%	-6.8%	-2.3%	0.6	-27.1%	-1.8%	-0.2%	-15.3%
CCOC(=O)N1CCN(C(=S)Nc2ccc(C)cc2)CC1	-3.0%	-0.1%	-4.1%	-2.6%	0.4%	0.3%	0.5	-37.4%	0.3%	0.6%	-9.4%
c1ccc(Nc2c3c(nc4ccccc24)CCC3)cc1	-2.6%	?	-5.2%	-26.5%	1.6%	-3.8%	?	-15.3%	-5.0%	-6.1%	10.1%
Cn1c(=O)c2c(nc(SCC(=O)NC34CC5CC(CC(C5)C3)C4)n2C)n(C)c1=O	6.0%	0.2%	10.0%	-5.7%	-0.7%	-1.1%	-2.3	17.8%	2.7%	0.4%	-1.9%
Cc1c(O)c2c3c(cccc3c1O)C(=O)N(c1ccccc1)C2=O	-2.9%	?	?	-33.7%	?	-0.6%	16.1	?	-10.4%	-8.1%	9.6%
O=C(Cn1nnc(-c2ccccc2F)n1)Nc1ccc(C(=O)N2CCOCC2)cc1	-4.2%	7.5%	7.7%	-26.0%	2.2%	-4.1%	-4.0	10.8%	-0.9%	-5.4%	1.8%

High-throughput results from PubChem BioAssay.
